# MT1-MMP txn act: MT1-MMP promoter reporter activation – cell-based, luciferase luminescence, primary screen | HT1080 MT1-MMP promoter luciferase reporter, overnight; hits give high values | activation factor at 10 µM | 86,000 compounds, 0.16% hits;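 active = activation factor of at least 2 for MT1-MMP transcription at 10 µM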
# IL1B cytotox: cytotoxicity in IL-1B stimulated HUVEC, primary screen, cytotoxicity control for IL-1B NFkB translocation project, imaging, Hoechst nuclear count, IL-1B stimulus; cell count reduction, % at 2 µM; 94,000 compounds, 0.41% hits; HUVEC cell count loss;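 active = cell count reduction more than 3 SD above the screen-wide mean, cut at about 70% in these data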;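 also: normalized per plate to untreated control cells as the no-loss baseline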
# DAT uptake mod: changed hDAT dopamine uptake under cocaine IC80, either direction, primary screen, cocaine antagonist project, cell-based, LLC-PK1 hDAT, [14C]-dopamine uptake, MLSMR | 110,000 compounds, 1.3% hits | LLC-PK1 hDAT cells, [14C]-dopamine uptake with cocaine IC80; actives deviate in either direction | Sodium-dependent dopamine transporter (Homo sapiens), Q01959 | B-score at 10 µM;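 active = Z score or B-score, a plate-position-corrected score, falls beyond the plate's 99.7% confidence bounds, in either direction; inactive = both scores lie inside the 99.7% bounds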;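 also: scored against the spread of the other compound wells on the same plate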
# cytoskel mod: modifiers of F-actin cytoskeleton organization, primary screen, imaging, HUVEC, phalloidin staining, high-content imaging. AID 836, 2007. inhibition, % at 2 µM. 91,000 compounds, 0.18% hits. HUVEC TNFa F-actin phalloidin imaging;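 active = inhibition above the batch mean plus 3 SD and confirmed as a hit by visual image inspection, cut at about 30% in these data, passing the limit was not always enough; inconclusive = above the inhibition threshold but rejected on visual inspection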; also: strong numbers were not always called active
# Calb biofilm kill: clotrimazole potentiators killing Candida biofilms, primary screen, with clotrimazole, Alamar Blue; C. albicans biofilm + clotrimazole; inhibition, % at 6 µM; 85,000 compounds, 0.14% hits; AID 834, 2007;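 active = inhibition above 20%; inactive = inhibition below 20%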;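 also: preformed 24 hr biofilms exposed to compound for 48 hr; 0% = biofilm without compound and 100% = blank killed by clotrimazole plus chlorhexidine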
# VCAM1 TNFa inh: inhibitors of TNFa-induced VCAM1 expression, primary screen, imaging, HUVEC, TNFa stimulus, immunofluorescence | HUVEC TNFa-induced VCAM-1 immunofluorescence, high-content imaging | inhibition, % at 2 µM | 95,000 compounds, 0.48% hits | AID 802, 2007;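 active = inhibition above the batch mean plus 3 SD, with images confirmed as a hit by eye, cut at about 37% in these data; inconclusive = inhibition above that limit but hit not confirmed in images; inactive = inhibition not above that limit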;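 also: 0% = TNF-stimulated DMSO wells and 100% = unstimulated control wells; not every result past the cut was called active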
# TNFa cytotox: cytotoxicity in TNFa-stimulated HUVEC, primary screen, cytotoxicity control for VCAM1 expression modulator project, imaging, Hoechst nuclei count; HUVEC TNFalpha-stimulated, Hoechst cell count; cell count reduction, % at 2 µM; 93,000 compounds, 0.17% hits; AID 848, 2007;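 active = cell count reduction exceeding the screen mean by over 5 SD, scaled to untreated wells per plate, cut at about 78% in these data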;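 also: cells counted after 24 h of TNF alpha exposure following the 1 h pretreatment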
# PTPN22 inh 2: PTPN22 phosphatase inhibitors, primary screen, biochemical, DiFMUP fluorescence, 2 µM; Tyrosine-protein phosphatase non-receptor type 22 (Homo sapiens), Q9Y2R2; recombinant LYP catalytic domain; inhibition, % at 2 µM; 96,000 compounds, 0.21% hits; AID 640, 2007;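 active = inhibition at 2 µM at or above a set limit, the screen mean plus 3 SD, cut at about 24% in these data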;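 also: 0% = DMSO with enzyme and 100% = enzyme fully blocked by orthovanadate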
# Target sequence (Q9Y2R2 whole entry, looked up, the tested form may be a part): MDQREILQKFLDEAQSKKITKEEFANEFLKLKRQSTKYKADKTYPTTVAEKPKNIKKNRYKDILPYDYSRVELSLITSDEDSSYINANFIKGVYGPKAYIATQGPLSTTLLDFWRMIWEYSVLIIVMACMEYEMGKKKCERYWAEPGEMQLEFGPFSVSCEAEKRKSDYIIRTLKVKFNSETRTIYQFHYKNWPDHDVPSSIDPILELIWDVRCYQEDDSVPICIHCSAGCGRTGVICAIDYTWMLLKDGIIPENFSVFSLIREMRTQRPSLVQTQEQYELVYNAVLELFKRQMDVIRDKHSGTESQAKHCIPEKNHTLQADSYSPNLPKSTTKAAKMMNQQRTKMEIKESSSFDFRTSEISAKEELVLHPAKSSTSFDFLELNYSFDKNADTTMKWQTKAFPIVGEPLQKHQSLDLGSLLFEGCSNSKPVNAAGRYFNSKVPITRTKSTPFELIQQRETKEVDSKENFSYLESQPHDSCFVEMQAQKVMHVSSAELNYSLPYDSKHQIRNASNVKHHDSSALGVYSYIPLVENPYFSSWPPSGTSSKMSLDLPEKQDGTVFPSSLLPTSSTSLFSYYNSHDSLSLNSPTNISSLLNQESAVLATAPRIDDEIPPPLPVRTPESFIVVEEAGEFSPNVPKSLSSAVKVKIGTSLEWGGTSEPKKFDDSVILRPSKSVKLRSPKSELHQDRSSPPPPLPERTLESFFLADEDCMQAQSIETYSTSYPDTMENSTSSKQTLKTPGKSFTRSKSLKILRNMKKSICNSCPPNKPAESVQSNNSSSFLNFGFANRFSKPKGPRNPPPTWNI
# Smad3 inh: Smad3/FoxH1 peptide binding inhibitors, primary screen, biochemical, TR-FRET | 88,000 compounds, 0.29% hits | TR-FRET Smad3/Dy647-FoxH1 peptide binding, europium anti-His | AID 630, 2007 | inhibition, % at 25 µM;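 active = compounds that reduce the energy-transfer binding signal between the protein and its labelled peptide by more than half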;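 also: 0% = Smad3 plus labelled peptide maximal FRET and 100% = peptide-only background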
# Numbers without * were called inactive; ? = inconclusive; . = not tested or not shown; [ ] = remark or other dose. The list is partial; rates above refer to the full screens.
# The line under a structure holds: MT1-MMP txn act	IL1B cytotox	DAT uptake mod	cytoskel mod	Calb biofilm kill	VCAM1 TNFa inh	TNFa cytotox	PTPN22 inh 2	Smad3 inh
Nc1ccccc1-c1nc2ccccc2[nH]1
    1.7	2.6	1.58	-4.4	5.4	-12.6	7.8	-4.7	7.3
CCOC(=O)C1CCCN(c2c(Nc3ccc(C)c(C)c3)c(=O)c2=O)C1 (stereo unspecified)
    1.1	.	-0.242	.	0.6	.	.	.	1.6
S=C1NCCc2ccccc2C1c1ccccc1Cl (stereo unspecified)
    1.1	26.6	0.512	-10.4	9.7	0.2	-28.0	-6.0	7.6
CC(C)C(=O)Nc1cccc(C(=O)NCCc2ccc(S(N)(=O)=O)cc2)c1
    1	-11.8	-0.301	6.0	4.2	-4.9	-4.2	8.7	-0.8
CCCn1c(=S)[nH]c2cc(C(=O)N3CCCC(C(=O)OCC)C3)ccc2c1=O (stereo unspecified)
    1	-45.3	1.6	.	7.3	10.4	-43.2	4.8	-6.7
CN(C)S(=O)(=O)N1CCN(C(=O)N2CCCCCC2)CC1
    1.1	24.8	-1.01	-2.7	0.7	34.0	-6.8	5.1	8.8
C=CCn1c(C)cc(-c2csc(N)n2)c1C
    .	-6.3	0.0676	-14.6	.	12.2	-6.0	8.2	.
C=CCSc1nnc(-c2cc3c(s2)-c2ccccc2CC3)o1
    .	-41.0	-1.26	12.8	.	24.3	-1.8	-4.0	.
Clc1ccc(Cl)c(-c2nn3c(Cn4cnc5ccccc54)nnc3s2)c1
    1.2	-93.6	0.0287	4.4	5.3	2.2	-11.7	-11.8	-3.7
O=C(Nc1cccc(Cl)c1N1CCCC1)c1cc2ccccc2o1
    1.7	8.3	-0.486	12.6	6.6	3.8	-24.0	17.8	2.6
COc1cc(CNCCc2ccccc2F)ccc1OCc1ccc(Cl)nc1
    .	-4.1	1.59	3.0	.	5.8	-8.2	-4.8	.
Cc1nnc(NC(=O)C2CCN(c3nnnn3-c3ccccc3)CC2)s1
    1.1	24.9	-0.589	-6.8	5.3	7.4	8.2	-2.4	3.5
Cc1ccc(S(=O)(=O)N[C@@H](CC(C)C)C(=O)NCc2ccco2)cc1
    1.1	-20.5	0.499	-28.7	5.0	-12.4	1.2	-2.0	4.2
CCCCC(CC)Cn1c2nc3ccccc3nc2c2c(=N)oc(C)nc21 (stereo unspecified)
    1.2	-24.6	.	-21.2	5.4	-4.8	1.3	21.0	-6.6
CCCCC(CC)C(=O)Nc1ccccc1C#N (stereo unspecified)
    1	-10.3	-0.703	-10.5	-0.1	11.5	-0.8	-0.5	6.1
CCN(Cc1ccncc1)C(=O)c1cccs1
    1.2	-10.0	-0.814	0.6	9.1	12.2	-17.9	-8.4	-5.8
CCn1c(=O)cc(OCC(=O)NC(C)c2ccc3c(c2)OCCO3)c2ccccc21 (stereo unspecified)
    1.1	2.4	1.02	14.9	2.5	9.0	-21.6	-6.0	0.9
CC(C)N(C(=O)CSc1nnc(NC(=O)c2cccs2)s1)C(C)C
    1.2	-19.0	1.08	4.1	4.3	7.7	.	-7.4	-1.3
Cc1cc2nnc(SC(C)C#N)n2c2ccccc12 (stereo unspecified)
    1.1	-8.7	-0.0315	12.5	.	-34.9	.	2.4	.
Cc1ccc(S(=O)(=O)NC(C)C(=O)Nc2ccccc2C(=O)N2CCCC2)cc1 (stereo unspecified)
    1.1	4.2	-0.808	21.9	6.5	7.5	-19.8	4.0	-9.7
O=C(Nc1ccc2nc(-c3cccnc3)[nH]c2c1)c1ccco1
    1.2	.	0.922	.	1.0	.	.	.	-2.0
O=C(Nc1ccccc1C(=O)N1CCCC1)c1cccc(S(=O)(=O)N2CCCCC2)c1
    1	-17.0	1.47	0.0	.	1.6	-2.2	8.3	.
Cc1conc1NC(c1cccs1)c1ccc2cccnc2c1O (stereo unspecified)
    0.8	13.0	0.97	-1.4	16.3	20.9	27.0	4.6	-0.3
Cc1ccc(-n2cccc2C(=S)N=P(N(C)C)(N(C)C)N(C)C)cc1
    1.1	.	-1.16	.	8.9	.	.	.	-3.5
CCOC(=O)c1ccccc1NC(=O)CSc1nnnn1C1CCCCC1
    1	18.2	-0.302	4.0	4.9	.	.	0.2	2.9
CCN(CC)CCNC(=O)c1ccc(CS(=O)(=O)c2ccc(Br)cc2)o1
    1	19.6	-0.928	-2.1	3.0	9.8	-10.1	-7.3	2.5
O=C(CSCc1cccc(Br)c1)N/N=C/c1ccc2c(c1)OCO2
    .	16.0	-0.868	-4.1	.	18.1	27.6	9.7	.
Cc1nnc(Sc2nc3c(c(=O)n(C)c(=O)n3C)n2Cc2ccccc2Cl)s1
    1	-0.5	0.114	-6.5	-2.3	6.7	0.5	4.4	6.1[fluorescence artefact?]
COc1ccc(OC)c(S(=O)(=O)N2CCC(C(=O)N3CCc4ccccc4C3)CC2)c1
    0.9	-8.8	-1.64	-2.8	6.4	7.3	-14.4	-4.8	2.9
CCOc1ccc(C(=O)Nc2cccc(-c3cc4ccccc4oc3=O)c2)cc1[N+](=O)[O-]
    .	-9.9	-0.0541	7.5	.	3.0	-8.8	-9.2	.
COCCNC(=O)C(c1ccc(C)o1)N(Cc1ccco1)C(=O)c1snc(C(N)=O)c1N (stereo unspecified)
    1.2	11.7	0.523	8.3	6.3	-11.2	-2.8	8.7	-0.5
CCN1C(=O)c2cccc3c(S(=O)(=O)Nc4ncccc4C)ccc1c23
    1.3	14.1	1.82	-6.2	.	-17.9	-16.7	5.8	.
C=CCn1c(=O)c2c(nc3n2CC(C)CN3c2cccc(OC)c2)n(C)c1=O (stereo unspecified)
    1.1	-12.4	0.389	?	-3.9	22.6	-17.6	-6.3	-22.7[fluorescence artefact?]
Cn1c(NC(=O)c2ccc(Br)o2)cc(=O)n(C)c1=O
    1.2	12.2	-2.4	-12.8	.	0.2	4.7	11.8	.
Oc1ccccc1/C=N/Nc1cccc2cccnc12
    .	44.3	-0.631	-13.9	.	15.9	-4.5	5.9	.
Brc1cccc(-c2nnc(SCc3ccon3)n2-c2ccccc2)c1
    1.1	-6.4	1.59	-1.9	4.4	-17.2	-30.3	-4.1	-2.6
CCc1nnc(NC(=O)CSc2nc(C3CCCCC3)nc3ccccc23)s1
    .	-36.9	0.255	-23.3	.	3.4	-5.7	-1.8	.
O=C(CC1SC(N2CCCCC2)=NC1=O)Nc1cccc(C(F)(F)F)c1 (stereo unspecified)
    1	-1.3	-0.898	-3.7	-1.3	-7.2	-1.5	11.0	-0.9
COCCNC(=O)c1ccc2c(c1)ncn2-c1ccc(F)c(F)c1
    1.3	26.1	-0.268	-14.2	2.9	5.8	-3.6	-4.8	-3.8
CCNC(=O)c1ccc(-n2nc(C(F)(F)F)c3c2CCCC3)cc1
    .	12.0	-0.83	-16.9	.	-9.3	12.3	8.3	.
COc1cccc(-c2ccc(C#N)c(SCC(=O)NCCc3cccc(Cl)c3)n2)c1
    .	-19.8	-0.371	-8.6	.	5.2	17.2	5.6	.
C=CCC(C#Cc1ccccc1)[N+](C)(C)CC=C (stereo unspecified)
    1	-44.7	-0.998	-9.6	3.1	-7.7	-10.4	-0.7	-0.3
CCCCCCCCNc1ncnc2ccccc12
    1.2	-30.3	-1.67	12.9	5.8	-12.8	-34.7	8.3	-2.5
Cc1ccc(-c2nnn(CC(=O)N(Cc3ccco3)C(C(=O)NC(C)(C)C)c3cccs3)n2)o1 (stereo unspecified)
    1.1	-3.9	0.164	-30.3	4.0	3.3	-12.7	-4.0	-3.2
COc1ccc(N(CC(=O)NCc2ccco2)S(=O)(=O)c2ccc(OC)c(OC)c2)cc1
    1.2	.	1.04	.	4.0	.	.	.	-10.9
COc1ccc(C(=O)N2CCCC(C(=O)N3CCCCCC3)C2)cc1 (stereo unspecified)
    1.1	-17.5	-0.404	-3.1	5.3	11.9	-13.1	3.2	-5.8
CCCc1cc(=O)[nH]c(SCCOc2ccc(OCC)cc2)n1
    1.1	-11.6	0.109	.	8.1	7.2	-26.9	9.3	-22.4
Cc1onc(-c2ccccc2)c1C(=O)Nc1ccc(-c2nnc3n2CCCCC3)cc1
    1	7.2	0.667	8.3	6.1	-4.2	-10.9	7.4	-9.8
CC1CCCC(C)N1C(=O)COC(=O)c1ccc2c(c1)OCO2 (stereo unspecified)
    1.5	-9.8	-0.814	35.5	2.5	3.5	-54.5	5.9	9.1
COc1ccc(-c2ccc(NCCC3=CCCCC3)nn2)cc1OC
    1.3	16.5	0.279	21.6	-7.1	1.8	-37.0	-19.4	-1.4
CCC(=O)N1c2ccc(S(=O)(=O)CCC(=O)N3CCn4c3nc3ccccc34)cc2CC1C (stereo unspecified)
    1.1	-9.5	-1.63	-51.0	-2.8	82.9*	84.0*	-2.7	6.0
Cc1noc(C)c1Cc1c(Cl)cccc1Cl
    .	-11.8	0.0339	1.1	.	-7.9	-32.0	1.3	.
COC(=O)[C@H](Cc1ccccc1)NC(=O)NCCc1ccc(S(N)(=O)=O)cc1
    1.1	-34.0	-0.857	-48.5	-1.6	-13.7	-15.8	-2.2	6.9
O=C(O)CSCNC(=O)C12CC3CC(CC(C3)C1)C2
    .	-5.7	1.17	.	-1.7	-6.1	-15.2	8.1	9.9
Cc1cc(NC(=O)COc2cccc(C)c2C)no1
    1.3	-4.7	0.0316	-7.7	-0.5	14.2	4.7	-9.9	11.6
O=C(Cn1cccc1)N1CCc2ccccc21
    1.3	-10.6	1.26	27.9	4.3	-7.0	-26.8	-2.2	2.4
CCc1nc2ccccc2n1Cc1ccccc1OC
    1.1	.	0.328	.	-6.3	.	.	11.1	-6.7
COc1ccc(CCn2nnnc2C(CC(C)C)N2CCC(C(N)=O)CC2)cc1OC (stereo unspecified)
    1.1	-2.4	0.67	-19.4	-1.2	5.7	-33.6	-1.4	6.2
Cn1c(=O)c2cc(S(=O)(=O)NC(C(=O)Nc3cccc(F)c3)c3ccccc3)ccc2n(C)c1=O (stereo unspecified)
    .	0.0	.	19.3	6.2	-2.0	-14.0	-3.8	4.1
Cc1cc2c(cc1C)CSC(c1c(O)ccc3ccccc13)SC2
    1	7.2	1.15	-0.9	3.9	-1.5	.	5.2	-7.4
CCCCNC(=O)Nc1ccc(Br)cn1
    1.5	.	0.261	.	1.5	.	.	.	3.8
CC1(C)Cc2ccccc2C(NNC(=O)c2ccccn2)=N1
    0.9	-3.8	0.0347	-5.9	5.3	-3.6	.	1.7	10.7

# Screening results deposited in PubChem BioAssay by several laboratories.
